Screening data (PubChem BioAssay)
12-LOX inh: inhibitors of human 12S-lipoxygenase ALOX12; P18054; purified 12hLO, xylenol orange hydroperoxide absorbance; Potency, µM (top dose mostly 108 µM), without a hit: at the highest dose activity change, negative = inhibition, usual class: inhibitors; hit rate 1.1% among 580,000; AID 1671190; active means well fitted inhibition curve with a large enough effect; inconclusive means small, poorly fitted or top-dose-only effect, or another doubt; inactive means no such curve, though single readings can be large or run the other way
Target sequence (P18054 whole entry, looked up): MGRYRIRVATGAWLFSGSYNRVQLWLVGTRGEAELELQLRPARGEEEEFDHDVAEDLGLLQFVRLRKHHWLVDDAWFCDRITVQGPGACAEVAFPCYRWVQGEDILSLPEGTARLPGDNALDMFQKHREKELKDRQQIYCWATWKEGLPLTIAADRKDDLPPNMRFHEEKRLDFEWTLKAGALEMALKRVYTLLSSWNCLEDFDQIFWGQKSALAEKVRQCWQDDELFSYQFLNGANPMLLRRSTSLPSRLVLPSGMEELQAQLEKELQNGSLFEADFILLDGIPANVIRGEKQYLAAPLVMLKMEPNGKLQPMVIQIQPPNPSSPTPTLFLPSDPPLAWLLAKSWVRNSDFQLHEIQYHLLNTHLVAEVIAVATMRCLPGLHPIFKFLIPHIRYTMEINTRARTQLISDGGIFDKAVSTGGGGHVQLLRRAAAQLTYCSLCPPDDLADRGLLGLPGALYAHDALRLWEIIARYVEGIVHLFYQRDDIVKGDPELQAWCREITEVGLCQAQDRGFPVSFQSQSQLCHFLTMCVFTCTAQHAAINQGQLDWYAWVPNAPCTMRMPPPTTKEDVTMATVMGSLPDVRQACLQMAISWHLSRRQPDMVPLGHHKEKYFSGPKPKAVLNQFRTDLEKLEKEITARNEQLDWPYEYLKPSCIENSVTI
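Purified human 12hLO (150 nM final) in 25 mM Hepes, 0.01% Triton X-100, pH 7.0 was preincubated 15 min at room temperature with compound. Then 40 uM arachidonic acid was added, 30 min. Hydroperoxide was read by Fe-XO absorbance ratio 573/405 nm.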
Active calls of the source: *; ? = inconclusive; & = joins results of further samples; [ ] = remark or other dose. On the % scale 0 is the no-effect control and ±100 the full control effect; potency means the concentration at half of the fitted maximal effect. Some of the compounds tested; rates above refer to the full screens.

SMILES	12-LOX inh
O=C(NCc1ccccc1)[C@@H]1CCCN1C(=O)[C@H]1CCCN1C(=O)c1c(F)cccc1F	-14%
Cc1ccc(NC(=O)N2CC(N(C)Cc3cccnc3)C2)cc1C	23%
N#Cc1cccc(-c2cc(NCc3cccnc3)ncn2)c1	3%
CC(c1cccs1)N(C)Cc1ccc(OC(F)(F)F)cc1 (stereo not drawn)	70%[activator][176 µM]
COc1ccc(C(=O)N2CCC3(CC2)OCC(C(=O)NC(C)C)N3C(=O)c2ccccc2)cc1OC (stereo not drawn)	10%
Cc1cccc(Nc2ncnc3sccc23)c1C	-43%
CN(C)c1ccc(C(=O)N2CCN(S(C)(=O)=O)[C@H](C(=O)N[C@@H](CC3CCCCC3)C(N)=O)C2)cc1	-4%
O=C(c1ccc(F)cc1)N1CCC2(CC1)COc1ccccc1NC2=O	-8%
COc1ccc(N2CC(C(=O)N3CCC(C(=O)NCCCc4ccccc4)C3)NC2=O)cc1 (stereo not drawn)	12%&42%&46%
O=C1Cc2cc(S(=O)(=O)N(Cc3ccccc3)c3ccccc3)cc3c2N1CCC3	-5%
CCOC(=O)c1sc(=S)n(-c2cccc(SC)c2)c1N	?
COc1ccc(C(=O)N2CCC3(CC2)NC(=O)N(c2ccccc2)N3)cc1	?
CC(=O)N1CCC(N2CC[C@@H](CO)N(C)c3nc(C)ccc3C2)CC1	262%[activator][176 µM]
Cc1ccc(NC(=O)CCc2ncc(-c3ccccc3)o2)cc1	-16%
COCCN1CCCCCC(O)c2cc(C(=O)N3CCN(C(C)C)CC3)ccc21 (stereo not drawn)	-6%
COCC1CN(C2CCC2)CC12CCN(C(=O)Cc1ccccc1F)CC2 (stereo not drawn)	12%
CC(Sc1ncnc2nc[nH]c12)C(=O)Nc1cccc2ccccc12 (stereo not drawn)	5%
COc1ccc(OCC(=O)Oc2ccc3c(C)cc(=O)oc3c2)cc1	10%
O=C(NCc1ccccc1)[C@H]1CCCN1C(=O)[C@H]1CCCN1C(=O)c1ccc(F)cc1	-14%
COC(=O)C1(C(=O)OC)Cc2ccccc2N(S(=O)(=O)c2ccc(C)cc2)C1CC(C)=O (stereo not drawn)	?
COc1ccc(-c2noc(C(=O)O)c2[C@@H](C)NC(=O)Nc2ccccc2)cc1	10%[176 µM]
O=C(NCc1nnc2c(-c3nc(C4CC4)no3)cccn12)C1CCCC1	71%[activator]
COCCC(=O)N1CCC(N2C(=O)C(O)C23CCCCC3)CC1 (stereo not drawn)	-16%
Nc1sc(-c2ccccc2)cc1C(=O)NCCc1c[nH]c2ccccc12	-2%
C=CCNC(=S)Nc1ccc(C)cc1Br	51%[activator]
CCCCn1cnc2c1c(=O)n(CC(=O)Nc1cccc(Cl)c1)c(=O)n2CCCC	?
CCOC(=O)c1ccc(NC(=O)Nc2cccc(-c3nnc(Cc4ccc5c(c4)OCO5)o3)c2)cc1	?
O=C1CO[C@H]2CCN(Cc3ccccc3F)CC[C@@H]2N1Cc1ccccc1	-3%[176 µM]
Oc1ccc2cccc(O)c2c1	?
Cc1cc(NC(=O)NCC(c2cccs2)N2CCOCC2)n(C)n1 (stereo not drawn)	-1%
O=C1NCc2ccccc2CC12CCCN(Cc1ccc(Cl)s1)C2 (stereo not drawn)	?
CCOc1ccc(NC(=O)c2c(NC(=O)CN3CCN(C)CC3)sc3c2CCC3)cc1	22%
COc1ccccc1-c1c(C)oc2cc(O)ccc2c1=O	41%[activator]
COc1ccc(C(=O)NCc2nc(-c3cccc(NC(=O)c4ccc(C)s4)c3)oc2C)cc1	2%
O=C(COc1coc(CN2CCCCC2)cc1=O)NCc1ccccc1Cl	0%
Cc1cnc(-c2ccccc2)n1C1CCCN(C(=O)c2ccnn2C)C1 (stereo not drawn)	24%
Cc1nc(NC(=O)CSc2nnc(-c3ccccc3F)n2C)sc1C	-1%
COc1ccc(S(=O)(=O)N2CCCCC2c2nc(-c3cnccn3)n[nH]2)cc1 (stereo not drawn)	41%[activator]
COc1ccc(Nc2cnc3ccc(-c4cccc(CO)c4)nn23)cn1	-1%[176 µM]
O=C(c1cc(-c2cccs2)[nH]n1)N1CCc2nc3cc[nH]n3c(=O)c2C1	4%
Cc1ccc(CC(=O)N2c3ccccc3CC2c2nnc(C3CCOCC3)o2)cc1 (stereo not drawn)	29%
O=C(C1CN(c2cccc(Cl)c2)C(=O)N1)N1CCOCC1 (stereo not drawn)	20%&9%[176 µM]
CC(=O)NCCNc1ncnc2ccc(-c3cccc(NS(C)(=O)=O)c3)cc12	?
Cc1cc2c(cc1CNC1CC(C)(C)Cc3nc(C(C)(C)C)ncc31)OCO2 (stereo not drawn)	2%
Cc1nn(-c2cccc(Br)c2)c(C)c1[C@@H]1C=C[C@@H](NC(=O)CC2(CC(=O)O)CCCC2)C1	-16%
COC[C@@H]1CN(C(=O)c2occc2C)C[C@H]1c1nc(C2CC2)no1	9%
O=C1[C@H]2CN(Cc3cccc(F)c3)C[C@H]2C(=O)N1Cc1ccc2c(c1)OCO2	2%
COCCN1Cc2cc(C(=O)OC)c3c(c2C1=O)c1ccccc1n3S(=O)(=O)c1ccc(OC)cc1	-13%
CNc1c(NC(=O)NCC2CCCO2)c(=O)oc2ccccc12 (stereo not drawn)	5%
CC(C)[C@H]1/C(=C/C2CC2)N2C(=O)C[C@@H](c3ccccc3)N=C2N1Cc1ccc2c(c1)OCO2	20%
O=C(NC1CCCCC1)C1CN(C(=O)c2ccccc2F)CC12CCOCC2 (stereo not drawn)	38%[activator]
COc1cn(CC(=O)Nc2ccc(C(F)(F)F)cc2)c(CN2CCN(C(C)=O)CC2)cc1=O	37%[activator]
Cc1oc2cc3o/c(=N/O)c4c(c3cc2c1C)CCC4	?
Cc1ccccc1NC(=O)COC(=O)CCc1nc2ccccc2s1	2%
Cn1cnnc1-c1ccc(NS(=O)(=O)c2ccc(C(C)(C)C)cc2)cc1	40%[activator]
Cc1n[nH]c(C)c1CNC(=O)c1ccc(CC2CCN(S(C)(=O)=O)CC2)cc1	34%
CN(C(=O)c1ccc2ccccc2n1)C1CCN(Cc2ccncc2)CC1	?
CC(OC(=O)c1nn(C(C)C)c(=O)c2ccccc12)C(=O)Nc1nc(-c2ccccc2)cs1 (stereo not drawn)	-14%
CCc1c(C)nc2ncnn2c1Sc1ccc(NC(=O)c2ccc(OC)c(OC)c2)cc1	?
c1coc(Cn2cccc2)c1	11%[176 µM]
The list goes on.
SMILES	12-LOX inh
Cc1ccc(NC(=O)c2nnc(SCC(=O)NC3CCCC3)s2)cc1	1%
COc1ccc2[nH]cc(CCNc3ncncc3-c3cccnc3)c2c1	?
COc1ccc(-c2cc(-c3cnc4[nH]ccc4c3)cn3cncc23)cn1	-5%[176 µM]
O=C(OCc1cccc(COC(=O)c2ccc(CO)cc2)c1)c1ccc(CO)cc1	2%
CCNC(=O)[C@@H]1C[C@H](NC(=O)Cc2cccc(F)c2F)CN1C1CCCC1	12%
O=C(c1ccncc1)N1CCC2(CCN(Cc3cc(C(F)(F)F)cc(C(F)(F)F)c3)CC2)CC1	0%[57.4 µM]
Cc1ccc(COc2c(Br)cc(/C=C(\C#N)c3nc4ccc(C)cc4[nH]3)cc2Br)cc1	-1%
Cc1noc(-c2cccc(OC3CN(C(=O)NCc4ccc(F)cc4)C3)c2)n1	23%
CCN1C2=C(C(=O)CC(C)(C)C2)C(c2ccc(O)cc2)C2=C1CC(C)(C)CC2=O	-23%
O=C(CCn1ccn2nc3c(c2c1=O)CCCC3)Nc1ccc(F)c(Cl)c1	0%
Cc1cccc(C)c1NC(=O)C1(C)CN(S(C)(=O)=O)CC(=O)N1CCc1ccccc1F (stereo not drawn)	-4%
Cc1ccc(NC(=O)COC(=O)c2ccc(C3Nc4ccccc4S(=O)(=O)N3)cc2)cc1 (stereo not drawn)	-64%
N#Cc1ccc(OCc2nc3c(n2Cc2ccccc2)C(=O)N(CC2CC2)CCN3)cc1	-6%[176 µM]
COc1ccc(CNC(=O)c2ccccc2)cc1	?
O=C(Nc1nc2ccccc2s1)NC1CC(=O)N(c2ccc(F)cc2)C1 (stereo not drawn)	9%
C#CCNC(=O)C1=NOC2CN(C(=O)NC(C)C)CC12 (stereo not drawn)	1%[12.5 µM]
Cc1noc([C@H]2CCN(Cc3cc(F)ccc3F)C[C@H]2NC(=O)C2CC2)n1	69%[activator]
CC(NC(=O)CSc1nnc(-c2ccncc2)n1-c1ccc(F)cc1)c1ccc2c(c1)OCO2 (stereo not drawn)	?
COCc1c(C(=O)N[C@@H]2CN(Cc3cccnc3)C[C@H]2CN(C)C)noc1C	29%
CCn1cc2c3c(cccc31)CN(C(=O)Cc1ccccc1C)CC2	12%
COc1cc(NC(=O)CCN2CCCCO2)ccc1NC(=O)CC(C)C	16%
CCN(C(=O)CN1C=C(C(=O)OC)C(C)=NS1(=O)=O)c1cccc(C)c1	4%
Cc1cc2n(n1)CC(CNCc1cccnc1N1CCCCC1)CN2 (stereo not drawn)	1%
CCCn1c(=O)[nH]c(=O)c2c1nc(-c1ccccn1)n2CCOC	-5%
Cc1cc(C)c2nc(-c3ccccn3)cc(C(=O)O)c2c1	13%
Cc1cccc(CNC(=O)[C@@H]2COCC(=O)N2Cc2ccc(F)cc2)c1	36%[activator]
O=C(O)CNS(=O)(=O)c1ccc2c(c1)CCC2	?
C[C@@H]1C(=O)O[C@H]2[C@H]1CC[C@@]1(C)Cc3sc(Nc4ccc(O)cc4)nc3[C@@H](C)[C@H]21	?
COC(=O)[C@]12C[C@H](CC(=O)N3CCOCC3)C(=O)N(Cc3ccc4c(c3)OCO4)C1=C[C@H](C(C)(C)C)O[C@@H]2C	9%
O=C(O)C(c1c[nH]c2ccccc12)N1CCN(CCNc2cc(=O)oc3ccccc23)CC1 (stereo not drawn)	?
Cc1ccc(SC(C)C(=O)Nc2ccc(F)cc2F)cc1 (stereo not drawn)	5%
O=C(NCCC1CCN(C(=O)Nc2ccccc2)CC1)c1ccccc1	12%
CCCOc1ccc2c(c1)sc1ncc(NC(=O)c3ccc(C(C)(C)C)cc3)c(=O)n12	?
COc1ccccc1C1=NOC(C(=O)NCCc2ccccc2)C1 (stereo not drawn)	1%
CCOC(=O)N1CCN(C(=O)Cn2nc(-c3ccccc3)ccc2=O)CC1	16%
N#Cc1ccc(S(=O)(=O)NC2CCc3nn(CC4CC4)c(=O)n3CC2)cc1 (stereo not drawn)	-2%
CCCn1c(Cn2nnc(-c3ccc(F)cc3)n2)nc2cc(S(=O)(=O)N3CCOCC3)ccc21	3%
N#CC1=C(SCc2ccc(Cl)cc2)NC(=O)C(C#N)C12CCCC2 (stereo not drawn)	-10%
O=C(NCc1ccccc1)C(c1ccccc1F)n1c(=O)c(-c2ccccc2)nc2ccccc21 (stereo not drawn)	-3%
COC(=O)c1ccc2nc(CO[C@H]3CN(Cc4ccc5c(c4)OCO5)C[C@H]3F)[nH]c2c1	26%[176 µM]
Cc1ccc(NC(=O)CN(c2ccccc2F)S(=O)(=O)c2ccccc2)c(C)c1	14%
Cc1cnc(C)c(-c2ccc3c(c2)CC(CNC(=O)Cc2c(C)[nH]c4ccccc24)O3)n1 (stereo not drawn)	15%
CCOc1ccc(/C=N/OCc2ccc(F)cc2Cl)cc1OC	-88%
CCOc1ccc(NC(=O)CSCc2cc(=O)n3cccc(C)c3n2)cc1	?
O=C(NCc1ccccc1Cl)c1cccc2c1-c1ccccc1C2=O	4%
CC(C)(C)CC(=O)N1CCN2C(=O)c3cc(-c4ccccc4)ccc3NC(=O)[C@H]2C1	6%[176 µM]
CC(C)CCN(C)Cc1cccn1C	21%[176 µM]
CCN(C(=O)c1cc2ccccc2oc1=O)c1nc2ccccc2s1	-40%
COCc1nnc2n1CCC(NC(=O)C1(c3ccccc3)CCCC1)CC2 (stereo not drawn)	6%
COC1CN(c2ccc(C)cc2)C12CCN(C(=O)c1sc(C)nc1C)CC2 (stereo not drawn)	9%
COc1cc(N2C[C@H]3OC(=O)N(Cc4ccc(OC)c(OC)c4)[C@H]3C2)ncn1	26%
Cc1cc2nc(/C=C/c3ccc(C(F)(F)F)cc3)sc2cc1C	11%
O=C(NC(C1CC1)C1CC1)c1cncc(Br)c1	?
COCCn1c(-c2ccc(Cl)cc2Cl)n[nH]c1=S	?
Cc1ccccc1OC1(C(=O)O)CCN(c2ncccc2C(N)=O)CC1	41%
COc1ccc(CNc2ncnc3ccc(-c4ccc(N(C)C)cc4)cc23)c(OC)c1	-24%
